GalR3 antag: GalR3 antagonists in HEK293 cells, primary screen, cell-based, fluorescence readout; HEK293 GalR3-CNG cAMP membrane potential fluorescence; galR3 body fused to GalR1 C-terminus; 0.44% of 360,000 active; inhibition, % at 3 µM;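 active = inhibition above the screen-wide average plus 3 SD, cut at about 13% in these data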;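 note: forskolin and galanin both at EC90 stimulate the cells; cAMP rise reported by CNG channel membrane potential dye signal; 0% = forskolin plus galanin with DMSO and 100% = forskolin alone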
Target sequence (O60755 1-299 limits assumed): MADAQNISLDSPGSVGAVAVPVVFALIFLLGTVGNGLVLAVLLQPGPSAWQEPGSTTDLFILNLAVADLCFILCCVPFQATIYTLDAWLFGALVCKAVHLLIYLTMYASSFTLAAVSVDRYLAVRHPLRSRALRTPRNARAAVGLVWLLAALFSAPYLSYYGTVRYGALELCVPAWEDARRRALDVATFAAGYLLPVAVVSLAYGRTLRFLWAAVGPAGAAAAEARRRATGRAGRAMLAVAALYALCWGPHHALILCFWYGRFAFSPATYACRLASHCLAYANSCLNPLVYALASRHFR
* marks the source's active call; other numbers are inactive results. This is a subset (hit frequency here may not be typical).

item | Compound | GalR3 antag
1 | COCOCCn1cc(CN2CCS(=O)(=O)N(Cc3ccc(-c4ccncc4)cc3)C(C(C)C)C2=O)nn1 (stereo not drawn) | -5.7
2 | O=C(NN=Cc1ccc2c(c1)OCO2)C1CC1 | -2.3
3 | COC(=O)C1=C(C)N(Cc2ccccc2C(F)(F)F)C(=NCc2ccccc2C(F)(F)F)NC1c1cccc(F)c1 (stereo not drawn) | -6.7
4 | C=CCNc1ncnc2c1ncn2[C@H]1CN(Cc2ccccc2)C[C@@H](CO)O1 | -2.5
5 | CCOC(=O)c1cnc[nH]c1=O | -4.8
6 | CCO[C@H]1C[C@@H](c2ccc(CC)cc2)N(S(=O)(=O)c2ccc(C)cc2)C2CC(c3ccc(CC)cc3)N(S(=O)(=O)c3ccc(C)cc3)CC21 (stereo partly drawn) | -8.4
7 | O=S(=O)(Cc1ccccc1)C(CCCc1ccccc1)S(=O)(=O)Cc1ccccc1 | -7.7
8 | COC(=O)[C@]12CCCCC=C1N(Cc1cccc3ccccc13)C(=O)[C@H](CC(=O)N1CCN(C(=O)c3ccco3)CC1)C2 | -5.5
9 | Clc1ccc(-c2cccc3nccn23)cc1 | -0.5
10 | CSCCC(c1nc2ccccc2[nH]1)n1c(=O)c(-c2cc3ccccc3[nH]2)nc2ccccc21 (stereo not drawn) | -6.2
11 | COC(=O)[C@H]1C[C@H](OC(=O)NCc2ccc(OC)c(OC)c2)[C@@]2(O)CN(S(=O)(=O)c3ccc(C)cc3)CC2[C@H]1C(=O)OC (stereo partly drawn) | -5.5
12 | CN1C(=O)N(CC(=O)N2CCN(S(=O)(=O)c3ccc4c(c3)CCC4)CC2)C(=O)C12CCCCC2 | -0.2
13 | CCN(CC)CCCC(C)n1c2nc(=O)[nH]c(=O)c-2nc2cc(Cl)ccc21 (stereo not drawn) | -5.1
14 | CCCC(C)Sc1nc2c([nH]1)c(=S)n(C)c(=O)n2C (stereo not drawn) | -0.9
15 | O=S(OCCN1CCCC1)C(c1ccccc1)c1ccccc1 (stereo not drawn) | -5.0
16 | CC1(Oc2ccc(Cl)cc2)CCN(Cc2csc3ccccc23)C1 (stereo not drawn) | -5.1
17 | COc1c2c(c(CCC(=O)O)c3c1C=CC(C)(C)O3)OC(C)(C)C=C2 | -4.6
18 | O=C(O)c1ccc(N2C(=O)c3ccccc3C2=O)cc1[N+](=O)[O-] | -5.1
19 | COc1ccccc1NS(=O)(=O)c1ccc(C)c(C(=O)Nc2ccc(S(=O)(=O)Nc3onc(C)c3C)cc2)c1 | -2.2
20 | Cc1c(C(=O)NCc2ccc(C#N)cc2)sc(=O)n1Cc1ccccn1 | 1.1
21 | COc1cccc(CN(C)C(=O)c2ccc(S(=O)(=O)Nc3ccccc3F)cc2)c1OC | -2.1
22 | COc1ccc(N=Nc2c(N)nn(C)c2N)cc1 | -1.5
23 | COc1cccc(C(=O)O)c1OS(=O)(=O)c1ccc(C)cc1 | -4.7
24 | NC(=O)C1CCN(C(=O)c2ccc(NS(=O)(=O)c3ccc(Br)s3)cc2)CC1 | 0.2
25 | OC[C@@H]1CN(Cc2ccc(Cl)cc2)C[C@H](n2cnc3c(Nc4ccccc4)ncnc32)O1 | -5.5
26 | C[C@@H]1CN([C@H](C)CO)C(=O)CCCn2nncc2CO[C@H]1CN(C)C(=O)OCc1ccccc1 | -4.5
27 | CCC1(C(=O)NC(=Nc2ccccc2)Nc2ccccc2)CCOC1=O (stereo not drawn) | -7.5
28 | COC(=O)[C@]12C[C@H](CC(=O)NCc3cccc(C(F)(F)F)c3)C(=O)N(CCC3=CCCCC3)C1=C[C@H](C(C)(C)C)O[C@@H]2C | -2.1
29 | CC(C)[C@H](NC(=O)C1CC1)C(=O)N1CCC[C@H]1C(=O)NCc1ccccc1 | -1.8
30 | COC(=O)[C@]12C[C@H](CC(=O)N3CCC(c4ccccc4)CC3)C(=O)N(Cc3ccc4c(c3)OCO4)C1=C[C@H](C(C)(C)C)O[C@@H]2C | -7.6
31 | CC(=O)c1ccc(CCCCc2ccc(C(C)=O)cc2)cc1 | -8.6
32 | Clc1cccc(-c2nc3ccc(Br)cn3c2Cc2ccsc2)c1 | -4.5
33 | c1ccc(Cc2c(-c3ccco3)nc3c4ccccc4ccn23)cc1 | -5.6
34 | COc1cc2nnn(-c3ccncc3)c2cc1OC | 2.4
35 | Nc1[nH]c(C(=O)c2ccccc2)c(-c2ccc3ccccc3c2)c1C(=O)NCc1ccc(F)cc1 | -1.1
36 | CCN1CCN(S(=O)(=O)c2ccc(Cl)c(C(=O)N(C)Cc3ccc(C(C)(C)C)cc3)c2)CC1 | -4.7
37 | Cc1cc(C)c(-c2c(N)cc(Br)cc2Br)c(N)c1 | -3.7
38 | COc1ccc2oc(N)nc2c1 | -2.7
39 | COc1ccccc1-c1cnc(C(O)c2ccc(Cl)c(Cl)c2)[nH]1 (stereo not drawn) | -5.9
40 | O=C(Cc1cccc(NC(=O)C2CCCN(C(=O)c3ccccc3)C2)c1)Nc1cccc(C(=O)N2CCOCC2)c1 (stereo not drawn) | -4.2
41 | COCCCNc1ccn2nc(-c3cccc(OCc4ccccc4)c3)cc2n1 | 0.0
42 | Cc1cccc(Nc2nc(N)nc(N)c2N=O)c1 | 0.0
43 | COc1ccccc1-c1cnc(C(O)c2ccc(CN3CCCC3)cc2)[nH]1 (stereo not drawn) | -6.7
44 | CC(C)COC(=O)N(C)C[C@H]1OCc2cn(nn2)CCCC(=O)N([C@@H](C)CO)C[C@@H]1C | -4.1
45 | CN(CCc1ccccc1)C(=O)c1cccc(NC(=O)Cc2cccc(NC(=O)C3CCCN(C(=O)C4CCCC4)C3)c2)c1 (stereo not drawn) | -6.6
46 | CCc1ncn(CCc2ccccc2OC)c1C(C)C | -9.2
47 | CC(=O)Nc1nn(CC(C)C)c2nc3ccc(C)cc3cc12 | -2.1
48 | CCCN(CCC)Cc1cc(=O)oc2cc(C)c(Cl)cc12 | -5.3
49 | COc1ccc(-c2ccc3c(c2)C2CC3CCN2C(=O)C2CCCCC2)cc1 (stereo not drawn) | -5.5
50 | N#Cc1ccc(NC(=S)N2CCC3CC2c2cc(-c4ccc5c(c4)OCO5)ccc23)cc1 (stereo not drawn) | -4.0
51 | CN(C)c1cccc(CNC(=O)c2ccc3sc([C@H]4C[C@H](O)[C@@H](CO)O4)nc3c2)c1 | -5.5
52 | O=C(O)C1CCC(C(=O)O)O1 (stereo not drawn) | -0.3
53 | Cc1ccc([C@H]2C[C@@H](n3cc(COC(=O)c4ccccc4)nn3)[C@H](O)CN2Cc2cccs2)cc1 | -4.5
54 | COc1ccc(C(=O)Cn2c(N3CCCCC3)nc3c2c(=O)n(C)c(=O)n3C)cc1OC | -7.5
55 | COCCN(C(=O)CSc1nnc(-c2ccc(F)cc2)n1N)c1c(N)n(CC(C)C)c(=O)[nH]c1=O | -8.2
56 | CCC(=O)Nc1ccc2c(c1)OC[C@@H](C)N(C(=O)c1ccccn1)C[C@@H](C)[C@@H](OC)CN(C)C2=O | -3.9
57 | CCN(Cc1nc2cc(Cl)ccc2c(=O)[nH]1)C(=O)CN1C(=O)NC2(CCCCC2C)C1=O (stereo not drawn) | -2.4
58 | O=S1(=O)CC(N2CCCC2)CN1Cc1cn(Cc2ccc(C(F)(F)F)cc2)nn1 (stereo not drawn) | -1.3
59 | CC(C(=O)Nc1ccccc1C#N)N1C(=O)NC2(CCCCCC2)C1=O (stereo not drawn) | -0.2
60 | COC(=O)c1ccc2nc(-c3cccc(Br)c3)c(Cc3cccc(Cl)c3)n2c1 | -1.3

The list goes on:
item | Compound | GalR3 antag
61 | CC(=O)C1CCC2C3CCC4CC(=O)CCC4(C)C3C(O)CC12C (stereo not drawn) | -3.9
62 | COc1cccc(COC(=O)Nc2ccccc2)c1OC | -8.6
63 | O=C(COC(=O)c1cc(S(=O)(=O)N2CCCCC2)ccc1Cl)NC1CCCCC1 | -5.0
64 | Cc1ccc(OC(=O)N(C)C[C@@H]2OCc3cn(nn3)CCCC(=O)N([C@H](C)CO)C[C@H]2C)cc1 | -7.1
65 | Cc1ccc(S(=O)(=O)N2C3CCCCC3O[C@H]2CC(=O)c2ccc(F)cc2)cc1 (stereo partly drawn) | -3.9
66 | Nc1nc(-c2ccccc2)c(CCCNc2ccccc2)c(=O)[nH]1 | -4.8
67 | Nc1nc(=O)n(C2CCCCO2)cc1Br (stereo not drawn) | 1.1
68 | O=C(NN=Cc1ccccc1)NN=Cc1ccccc1 | -4.8
69 | O=C(NCc1cccnc1)c1cc(C2CCCN(C(=O)c3ccccn3)C2)on1 (stereo not drawn) | -5.7
70 | O=C(Nc1cccc(-c2ccc(N3CCOCC3)nn2)c1)c1cccc(Cl)c1 | -2.8
71 | CCN(CC)C(=O)c1ncn2c1C(=O)N[C@H](C)C2 | -4.5
72 | Cc1c(-c2ccccc2)nnn1-c1ccc(F)c(Cl)c1 | -8.1
73 | CCS(=O)(=O)N1CCN(C(=O)c2ccc3nc(C)c(N(C)C(=O)CCc4ccccc4)n3c2)CC1 | -7.1
74 | COc1cc(CN2C(=O)C(C)ON=C2c2cccs2)cc(OC)c1 (stereo not drawn) | -2.5
75 | O=C(C(=O)N1CCC(CNS(=O)(=O)c2ccc(C(F)(F)F)cc2)CC1)c1cc2ccccc2o1 | -4.2
76 | N#CC1C(=O)NC(=O)CC12CCCCC2 (stereo not drawn) | -5.5
77 | O=C(C1CCCO1)N1CCN(C(=O)C23CC4CC(CC(C4)C2)C3)CC1 (stereo not drawn) | -7.1
78 | COc1ccc(-c2coc3c(C(=O)NCC(C)C)cccc23)c(C)c1 | -8.3
79 | O=[N+]([O-])c1ccccc1SNc1ccccc1 | -1.0
80 | Cc1noc(C)c1COc1ccccc1C(=O)NCCOc1ccccc1 | -4.2
81 | CCCCc1c(-c2ccccc2OC)ncn1Cc1cccc(C)c1 | -7.9
82 | COCC(=O)N(C)[C@H]1C[C@H]2c3[nH]c4c(-c5ccccc5)cccc4c3CCN2C(=O)[C@H]1[C@H](C)O | -7.6
83 | OCc1nc2ccccc2n1CCCc1ccccc1 | -2.0
84 | O=C(OCCc1ccccn1)c1cccc([N+](=O)[O-])c1 | -5.4
85 | CC1=NN(c2ccccc2)C(c2ccco2)C1 (stereo not drawn) | -5.5
86 | CCCC1NC(=O)c2cc3ccccc3cc2-n2c1nc1ccc(F)cc1c2=O (stereo not drawn) | 1.3
87 | COC(=O)C1=C(C)N(C)C(=NCc2ccc(OC)cc2)NC1c1ccc(Cl)cc1 (stereo not drawn) | -9.0
88 | CCOc1ccc(OCC(=O)N2CCN(S(=O)(=O)c3ccccc3)CC2)cc1 | -5.3
89 | CC[C@]12c3[nH]c4cc(CCC(=O)N(C)C)ccc4c3CCN1C(=O)[C@@H](CC(=O)NCc1ccc(OC)c(OC)c1)C[C@@H]2C(=O)N1CCN(C(=O)c2ccco2)CC1 | -3.6
90 | COc1ccc(Br)c(Cn2c(C)c(C(=O)NCc3cccc([N+](=O)[O-])c3)sc2=O)c1 | -2.9
91 | O=C(O)c1ccccc1C=NNc1ccc([N+](=O)[O-])cn1 | -4.9
92 | O=C1Nc2ccccc2N(C(=O)c2ccc(-c3ccccc3)cc2)C1c1nc2ccccc2[nH]1 (stereo not drawn) | -5.2
93 | COc1ccc(Cl)cc1NC(=O)CN1C(=O)C(=O)N(C2CCCC2)C1=O | -3.0
94 | Cc1ccc(F)cc1C(=O)N1CCCC(c2cc(C(=O)Nc3ccccc3Cl)no2)C1 (stereo not drawn) | -5.9
95 | Cc1cccc(C(=O)OCC(=O)N2c3ccccc3CC2C)c1C (stereo not drawn) | -3.8
96 | COc1ccc(NC(=O)C2(C)Cc3c(-c4ccc(C(N)=O)cc4)ccnc3O2)cn1 (stereo not drawn) | -3.5
97 | CN(CCc1ccccc1)C(C(=O)Nc1ccc2c(c1)OCCO2)C1CC1 (stereo not drawn) | -8.2
98 | OC[C@@H]1CN(Cc2ccccc2)C[C@H](n2cnc3c(NC4CC4)ncnc32)O1 | -3.0
99 | COC(=O)C(C)(C)c1cccnc1C#N | -5.6
100 | COc1ccc(N(CC(=O)NC2CC3CCC2C3)S(=O)(=O)c2ccc(C)cc2)cc1Cl (stereo not drawn) | -4.8

Values by screen from the entries so far:
GalR3 antag for nos. 59–66: -0.2, -1.3, -3.9, -8.6, -5.0, -7.1, -3.9, -4.8

The listing continues.
item | Compound | GalR3 antag
101 | COc1ccc(OC)c(C2=CC(=O)C[C@H](c3ccc(F)cc3)C2)c1 | -6.8
102 | COC(=O)C1(C(=O)OC)C/C=C\CN(S(=O)(=O)c2ccccc2[N+](=O)[O-])CCC1 | -6.4
103 | O=C(NCc1ccccc1)C1c2ccccc2OCC(=O)N1CC(F)(F)F (stereo not drawn) | -5.7
104 | O=C(CN1C(=O)NC2(CCCCC2)C1=O)Nc1cc(C(F)(F)F)ccc1N1CCCC1 | -6.3

Laid out differently: results already given
[37] Cc1cc(C)c(-c2c(N)cc(Br)cc2Br)c(N)c1
  GalR3 antag: -3.7
[38] COc1ccc2oc(N)nc2c1
  GalR3 antag: -2.7
[39] COc1ccccc1-c1cnc(C(O)c2ccc(Cl)c(Cl)c2)[nH]1 (stereo not drawn)
  GalR3 antag: -5.9
[40] O=C(Cc1cccc(NC(=O)C2CCCN(C(=O)c3ccccc3)C2)c1)Nc1cccc(C(=O)N2CCOCC2)c1 (stereo not drawn)
  GalR3 antag: -4.2

Ordered by formula weight (low to high): part of the list above
item | Compound | GalR3 antag
101 | COc1ccc(OC)c(C2=CC(=O)C[C@H](c3ccc(F)cc3)C2)c1 | -6.8
104 | O=C(CN1C(=O)NC2(CCCCC2)C1=O)Nc1cc(C(F)(F)F)ccc1N1CCCC1 | -6.3
100 | COc1ccc(N(CC(=O)NC2CC3CCC2C3)S(=O)(=O)c2ccc(C)cc2)cc1Cl (stereo not drawn) | -4.8

Screening data from PubChem.
